Source: PubChem (Sanford-Burnham Center for Chemical Genomics)
LYP phosphatase = inhibitors of LYP phosphatase, biochemical, fluorescence intensity, uHTS (AID 1779); Tyrosine-protein phosphatase non-receptor type 22 (Homo sapiens); recombinant LYP phosphatase, fluorescence intensity; higher % means a stronger effect; inhibition, % at 11.5 µM, or IC50 in µM where a hit was titrated; 290,000 tested, 0.054% active; in the data active = inhibition above about 50%;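 also: plate controls were vehicle with enzyme for no effect and no enzyme for full effect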
* hit, by the source's call. Some of the compounds tested; rates above refer to the full screens.

LYP phosphatase	mol
-7.7%	CCN(Cc1ccncc1)Cc1ccc(OC)cc1OC
-7.8%	O=C(N/N=C/c1cccc([N+](=O)[O-])c1)c1cc[n+](CCO)cc1
-8.0%	COc1ccc(C(=O)Nc2cccc(OC(=O)c3ccco3)c2)cc1
-4.3%	Cc1[nH]c2ccc(Br)cc2c(=O)c1CN1CCCCCC1
-6.4%	Cc1ccc(OCC(=O)NCCNC(=O)c2cnccn2)cc1
-9.7%	COc1ccc(S(=O)(=O)N2CCOC2CNC(=O)C(=O)NCc2ccncc2)cc1C (configuration not stated)
-4.1%	Cc1cc(C)cc(C(=O)Nc2ccncc2)c1
-8.1%	CC1CCN(CC(=O)Nc2ccc(S(=O)(=O)N3CCC(C)CC3)cc2)CC1
-2.8%	COc1ccc(-c2cc(-c3ccccc3)nc(Cl)n2)cc1OC
-0.8%	COc1cc(/C=N/NC(=O)c2ccoc2C)ccc1OCCN1CCCCC1
-5.9%	COC(=O)Cn1c(Cc2ccccc2)nc2ccccc21
-4.0%	COc1ccc(NS(=O)(=O)c2csc(C(=O)N3CCCC3)c2)c(OC)c1
-8.0%	CCOC(=O)c1c(S(=O)(=O)NCC(=O)Nc2cccc(C)c2C)c(C)n(C)c1C
-10.6%	Cc1ccc(C)c(N2CCN(S(=O)(=O)c3c(C(=O)N4CCCCC4)c(C)n(C)c3C)CC2)c1
-2.5%	COc1ccccc1NC(=O)CN1CCN(CC(=O)Nc2ccc(F)cc2F)CC1
-4.5%	Cc1ccc(C(=O)N2CCCC(Nc3ccc(C(C)C)cc3)C2)cn1 (configuration not stated)
-13.5%	CCC(=O)c1cn(CC(=O)Nc2cccc(C)c2C)c2ccccc12
-3.6%	Cc1cc(NCc2ccccc2)n2ncc(-c3ccccc3)c2n1
-3.0%	CCN1C(=O)[C@H]2[C@@H](c3ccc(OC)cc3)N3C(=O)CN(Cc4ccccc4)C(=O)[C@@]3(C)[C@H]2C1=O
-5.1%	Cn1c(=O)c2c(SCC(=O)Nc3cccc(F)c3)nc(-c3ccco3)nc2n(C)c1=O
-7.4%	Cc1c(C(=O)N2CCCC2)c(S(=O)(=O)NCC(C)c2ccccc2)c(C)n1C (configuration not stated)
-10.7%	O=C1COc2ccc(S(=O)(=O)N3CCN(c4cccc(Cl)c4)CC3)cc2N1
7.4%	O=S(=O)(/N=C(/Nc1cccc2ccccc12)c1ccccc1)c1ccccc1
-10.6%	O=C(NCCS(=O)(=O)N1CCN(c2ccccc2)CC1)C1CC(=O)N(c2ccc(F)cc2)C1 (configuration not stated)
-6.7%	COc1cc(OC)cc(C(=O)NNS(=O)(=O)c2ccc(F)cc2)c1
-9.6%	CCN(CC(=O)NCc1ccc(F)cc1)C(=O)CN1CCN(c2ccc(OC)cc2)CC1
-7.4%	CC1CCCN(C(=O)C2CC(=O)N(c3ccc(Cl)cc3)C2)C1 (configuration not stated)
-0.9%	CN(C)CCN(C(=O)c1ccc2ccccc2c1)c1nc2ccc(Br)cc2s1
-4.8%	CC1(C)c2[nH]c3ccccc3c2C[C@H]2C(=O)N(CCCO)CC(=O)N21
2.8%	Cc1ccc(C(=O)N/C(=C/c2ccco2)C(=O)N2CCC(C)CC2)cc1

Fetched by structure from above (four):
LYP phosphatase	mol
-6.7%	COc1cc(OC)cc(C(=O)NNS(=O)(=O)c2ccc(F)cc2)c1
-3.6%	Cc1cc(NCc2ccccc2)n2ncc(-c3ccccc3)c2n1
-3.0%	CCN1C(=O)[C@H]2[C@@H](c3ccc(OC)cc3)N3C(=O)CN(Cc4ccccc4)C(=O)[C@@]3(C)[C@H]2C1=O
-5.1%	Cn1c(=O)c2c(SCC(=O)Nc3cccc(F)c3)nc(-c3ccco3)nc2n(C)c1=O

(continued)
LYP phosphatase	mol
-0.6%	Cc1cc(OC(=O)c2ccc(F)cc2)c([N+](=O)[O-])c(=O)[nH]1
-3.4%	COc1cccc(/C=N/Nc2ccccc2C(=O)O)c1O
-0.8%	Cc1ccc(C(=O)N2CCCCC2)cc1S(=O)(=O)N1CCOCC1
0.1%	Cc1ccc(NC(=O)c2ccc3c(SCC(=O)O)c4c(nc3c2)CCCC4)c(Br)c1
-2.8%	CC(C)(C)c1ccc(C(=O)NNC(=O)CCC(=O)Nc2ccccc2)cc1
0.7%	COc1ccc(-c2ocnc2C(=O)Nc2ccc3c(c2)CCC3)cc1
-3.4%	CCOC(=O)N1CCN(C(=O)C(=O)Nc2sc3c(c2C(N)=O)CC(C)(C)OC3)CC1
-8.5%	COc1cccc(OC)c1C(=O)Nc1c(C(=O)N2CCN(C)CC2)oc2ccccc12
-5.1%	CC1CCN(S(=O)(=O)c2ccc3c(c2)N(CC(=O)N(C)Cc2ccco2)C(=O)CO3)CC1
-11.0%	COc1cc(NC(=O)c2ccccc2)c(OC)cc1NC(=O)Cc1ccc(F)cc1
-4.3%	Cc1cccc(N2CC(C(=O)Nc3nnc(SCc4cccnc4)s3)CC2=O)c1 (configuration not stated)
-7.4%	COC(=O)c1ccccc1OC(=O)c1cc2ccccc2oc1=O
-3.8%	COc1ccc2c(=O)c(C(=O)NCc3ccccc3)c[nH]c2c1
-8.2%	COc1ccc(OC)c(C2NC(=O)CCC2[N+](=O)[O-])c1 (configuration not stated)
-12.2%	CCOc1ccc(NC(=O)CSC2=NN3CCCC(=O)N=C3S2)cc1
-5.8%	O=S(=O)(c1ccc(OC(F)(F)F)cc1)N1CCCC(N2CCOCC2)C1 (configuration not stated)
-8.1%	O=C(CSc1ccc(-c2ccco2)nn1)Nc1ccc(F)cc1F
-2.8%	CC/C(=N\NC(=O)Cc1ccc(Br)cc1)c1cccs1
-5.4%	NC(=O)C1CCN(C(=O)/C(=C/c2ccccc2)NC(=O)c2ccccc2)CC1
-5.2%	O=C(O)c1ccc(Nc2nc(-c3cccnc3)cs2)cc1
-4.3%	CN(CC(=O)N(CCO)Cc1ccccc1)S(=O)(=O)c1ccc2c(c1)c(=O)n(C)c(=O)n2C
-3.5%	CCOc1ccccc1NC(=S)N1CCN(c2cccc(C)c2C)CC1
-2.7%	COc1ccc(-n2nc(C(=O)NCC(=O)NC(C)C)c3ccccc3c2=O)cc1Cl
-6.7%	Cc1cccc(C(=O)Nc2c(C(=O)N(C)C)cnn2-c2ccccc2)c1
0.1%	Cc1cc(C)c(S(=O)(=O)Nc2ccccn2)c(C)c1
4.4%	COc1ccc(/C=C/C(=O)NC(=S)Nc2ccc(Br)cn2)cc1
1.2%	CCOC(=O)c1cc(-c2ccccc2)nc2nc(N(CC)CC)sc12
-4.6%	C=CCNC(=O)C1CC(=O)N(c2ccc(OCC(=O)N3CCCC3)cc2)C1 (configuration not stated)
-2.3%	O=C1NC2(CCCCC2)C(=O)N1CC(=O)N(Cc1ccccc1)c1ccccc1
-11.5%	O=[N+]([O-])c1cccc(C2CC(c3ccccc3)=NN2c2ccccc2)c1 (configuration not stated)
-9.4%	COC(=O)CN1C(=O)[C@H]2[C@@H](/C=C/c3ccccc3)N3C(=O)CN(CC4CC4)C(=O)[C@@]3(Cc3ccccc3)[C@H]2C1=O
-7.7%	COc1ccccc1OCc1ccc(C(=O)NC(C)c2ccccc2)o1 (configuration not stated)
-11.2%	COc1ccc(S(=O)(=O)NCC(=O)N(CC(=O)NCc2ccco2)C2CCCC2)cc1
5.3%	Clc1ccc(CNc2ccc(N3CCN(Cc4ccccc4)CC3)cc2)cc1
-3.3%	O=C(N/C(=C/c1ccccc1)C(=O)N1CCCCC1)c1ccc(Br)o1
-6.7%	O=C(CN1CCCC1)N/N=C/c1c(O)ccc2ccccc12
0.4%	Cc1c(Cl)cccc1NC(=O)CSc1sc2c(O)cc(=O)[nH]c2c1C#N
-15.7%	Cc1cc(C)cc(NC(=O)N2CCC(NC(=O)c3ccco3)CC2)c1
-9.3%	Cc1c(C(=O)N(Cc2ccccc2Cl)C2CCS(=O)(=O)C2)oc2ccccc12 (configuration not stated)
-9.0%	CCn1c(CNC(=O)c2ccc(F)cc2)cc2ccccc21
-5.4%	Cc1ccc(N(CC(=O)NC2CCCCC2C)S(=O)(=O)c2c(C)nn(C)c2C)cc1 (configuration not stated)
-5.9%	O=C(CN1C(=O)c2ccccc2S1(=O)=O)NCCSCc1ccccc1Cl
-1.8%	Cc1ccc(C)c(NC(=O)CCOc2ccccc2)c1
-10.7%	CCN1CCc2c(sc(NC(=O)Cc3ccccc3)c2C(=O)OC)C1
-5.1%	CC(=O)Nc1ccc(S(=O)(=O)Oc2ccccc2N2C(=O)C3C4CCC(C4)C3C2=O)cc1 (configuration not stated)

Arranged by the number under LYP phosphatase (low to high): some entries from above.
LYP phosphatase	mol
-11.2%	COc1ccc(S(=O)(=O)NCC(=O)N(CC(=O)NCc2ccco2)C2CCCC2)cc1
-9.3%	Cc1c(C(=O)N(Cc2ccccc2Cl)C2CCS(=O)(=O)C2)oc2ccccc12 (configuration not stated)
-7.7%	COc1ccccc1OCc1ccc(C(=O)NC(C)c2ccccc2)o1 (configuration not stated)
-6.7%	O=C(CN1CCCC1)N/N=C/c1c(O)ccc2ccccc12
-5.9%	O=C(CN1C(=O)c2ccccc2S1(=O)=O)NCCSCc1ccccc1Cl
-5.1%	CC(=O)Nc1ccc(S(=O)(=O)Oc2ccccc2N2C(=O)C3C4CCC(C4)C3C2=O)cc1 (configuration not stated)
-1.8%	Cc1ccc(C)c(NC(=O)CCOc2ccccc2)c1

Next part.
LYP phosphatase	mol
-2.6%	Cc1cccn2c(=O)c3cc(C(=O)NCCc4ccccc4)c(=N)n(Cc4ccco4)c3nc12
-4.9%	CC(=O)N/C(=C\c1ccccc1)C(=O)OCc1cc(C)ccc1C
-3.8%	CCCCC(=O)Nc1c2c(nn1-c1ccc(C)cc1)CS(=O)(=O)C2
-14.7%	CC(C)CN1CCC(=O)N([C@H](CO)Cc2ccccc2)CC1
-8.7%	O=C(c1cc(-c2ccc3c(c2)OCO3)on1)N1CCCCC1
-0.1%	CC(=O)n1cc(/C=N/NC(=O)c2ccccc2Cl)c2ccccc21
-5.7%	CCCn1ncc(CN2CCC(C(=O)Nc3cccc(-c4cccc(F)c4)c3)CC2)c1C
-7.0%	COc1ccc(N(C(=O)c2snc(C(N)=O)c2N)C(C(=O)NCc2ccccc2)c2ccc(O)cc2)cc1 (configuration not stated)
-2.6%	COc1cccc(NC(=S)N2CCC(Cc3ccccc3)CC2)c1
-2.6%	Cc1cc(C)n(CCCNC(=O)c2cc(COc3ccc(C)c(C)c3)on2)n1
-2.9%	Cc1ccnc(N2C(=O)c3ccc([N+](=O)[O-])cc3C2=O)c1
-10.8%	Cc1cc(-c2nnc(SCC(=O)Nc3ccc(F)cc3)n2N)n[nH]1
1.6%	COC(=O)c1ccccc1S(=O)(=O)N1CCC(C(=O)OC(C)C(=O)Nc2ccc(NC(C)=O)cc2)CC1 (configuration not stated)
-4.7%	Cc1cccc(C)c1N(C(=O)c1ccco1)C(C(=O)NC1CCCC1)c1ccncc1 (configuration not stated)
-4.0%	COc1ccc(-c2nnc(-c3ccccc3O)o2)cc1
-7.7%	Cc1ccccc1OCCC(=O)OCC(=O)Nc1ccc(N2CCOCC2)cc1
-7.3%	O=C(NCCOc1ccc(F)cc1)C1CCC(=O)N(CCCN2CCCC2=O)C1 (configuration not stated)
-4.8%	CCCS(=O)(=O)N1CCCC(C(=O)Oc2ccc(Cl)cc2)C1 (configuration not stated)
-5.3%	CCOc1ccc(NC(=O)c2cc3ccccc3cc2OC)cc1
-13.3%	O=C(NCCN1CCOCC1)c1cc(-c2ccc(Cl)s2)nc2ccccc12
3.9%	COc1cc(C2N(Cc3ccccc3)CCN2Cc2ccccc2)ccc1OC(C)=O
-4.5%	CCc1nnc(NC(=O)CSc2nnc(C(C)NC(=O)c3ccccc3F)n2C)s1 (configuration not stated)
-9.0%	O=C(CNC(=O)c1ccccc1F)NC1=NCCS1
-1.6%	COc1cc(/C=N/NC(=O)c2ccccn2)ccc1OC(=O)c1ccccc1Br
-6.4%	COc1ccc(NC(=O)CSc2nnnn2C2CCCC2)c(OC)c1
-8.0%	CC1(C)Cc2ccccc2C(=NC(Cc2c[nH]c3ccccc23)C(=O)O)N1 (configuration not stated)
-8.4%	Cc1cc(=O)[nH]c(SCC(=O)c2ccc(O)c(O)c2)n1
-2.3%	FC(F)(F)c1cccc(Nc2nc(N3CCOCC3)nc(N3CCOCC3)n2)c1
-12.4%	O=C(COc1ccccc1)N=C1SC2CS(=O)(=O)CC2N1Cc1ccccc1 (configuration not stated)
-4.6%	CCc1nnc(NC(=O)CN2CCN(Cc3ccc(C)cc3)CC2)s1
-1.8%	Cc1c(C(=O)N2CC(C)OC(C)C2)[nH]c2ccc(Br)cc12 (configuration not stated)
-8.6%	Cc1ccc(C)c(CN2C(=O)CSc3ccc(C(=O)N4CCCC4)cc32)c1
-6.1%	COc1cc2[nH]c(C(=O)NCC3CCCO3)cc2c(OC)c1OC (configuration not stated)
-5.4%	COc1ccc(CCNC(=O)CS(=O)(=O)Cc2nc(-c3ccc(C)cc3)oc2C)cc1OC
4.5%	Cc1cccc(C)c1OCCSc1nc2ccccc2n1CC(=O)O
-3.7%	Nc1nonc1-n1nnc(C(=O)N/N=C/c2cccs2)c1-c1ccc2c(c1)OCO2
-6.9%	O=C(Cn1ccn(-c2ccc(F)c(F)c2)c(=O)c1=O)NCCc1ccccc1
-14.2%	COCCn1c(SCC(=O)Nc2ccccc2)nnc1-c1ccoc1C
-5.7%	CC(=O)c1cccc(NC(=O)c2cccc(NC(=O)c3ccco3)c2)c1
-12.3%	O=C(COc1ccc(/C=N/NC(=O)c2ccccc2Br)cc1)Nc1ccccc1
-3.3%	CCOc1ccc(S(=O)(=O)N2CCN(CC(O)COc3cccc([N+](=O)[O-])c3)CC2)cc1 (configuration not stated)
-13.3%	CCS(=O)(=O)Nc1ccc(C(=O)NCCSc2ccccc2)cc1
-3.2%	COC(=O)c1cc(S(=O)(=O)N2CCCC(C)C2)c[nH]1 (configuration not stated)
-5.2%	COc1ccc(CN2CCNC(=O)C2CC(=O)NCC2CCOCC2)cc1C (configuration not stated)
-5.0%	CCSc1nc2sc3c(c2c(=O)n1-c1ccccc1C)CCN(C)C3
-0.9%	Cn1c(CCNS(=O)(=O)c2ccccc2)nnc1SCc1cccnc1
